IDE cell activ – human IDE activators in live cells, primary screen, fluorescence polarization, HEK cells, FAbeta-B substrate | Insulin-degrading enzyme (Homo sapiens), P14735 | FAbeta-B cleavage; 0% vehicle, 100% cell-free pure enzyme wells | activation, % at 5.96 µM | 340,000 compounds, 0.073% hits | AID 493087, 2011;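 active means activation above the mean of all tested compounds plus 3 SD, set per screening campaign, cut at about 17% in these data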
Target sequence (P14735 whole entry, looked up): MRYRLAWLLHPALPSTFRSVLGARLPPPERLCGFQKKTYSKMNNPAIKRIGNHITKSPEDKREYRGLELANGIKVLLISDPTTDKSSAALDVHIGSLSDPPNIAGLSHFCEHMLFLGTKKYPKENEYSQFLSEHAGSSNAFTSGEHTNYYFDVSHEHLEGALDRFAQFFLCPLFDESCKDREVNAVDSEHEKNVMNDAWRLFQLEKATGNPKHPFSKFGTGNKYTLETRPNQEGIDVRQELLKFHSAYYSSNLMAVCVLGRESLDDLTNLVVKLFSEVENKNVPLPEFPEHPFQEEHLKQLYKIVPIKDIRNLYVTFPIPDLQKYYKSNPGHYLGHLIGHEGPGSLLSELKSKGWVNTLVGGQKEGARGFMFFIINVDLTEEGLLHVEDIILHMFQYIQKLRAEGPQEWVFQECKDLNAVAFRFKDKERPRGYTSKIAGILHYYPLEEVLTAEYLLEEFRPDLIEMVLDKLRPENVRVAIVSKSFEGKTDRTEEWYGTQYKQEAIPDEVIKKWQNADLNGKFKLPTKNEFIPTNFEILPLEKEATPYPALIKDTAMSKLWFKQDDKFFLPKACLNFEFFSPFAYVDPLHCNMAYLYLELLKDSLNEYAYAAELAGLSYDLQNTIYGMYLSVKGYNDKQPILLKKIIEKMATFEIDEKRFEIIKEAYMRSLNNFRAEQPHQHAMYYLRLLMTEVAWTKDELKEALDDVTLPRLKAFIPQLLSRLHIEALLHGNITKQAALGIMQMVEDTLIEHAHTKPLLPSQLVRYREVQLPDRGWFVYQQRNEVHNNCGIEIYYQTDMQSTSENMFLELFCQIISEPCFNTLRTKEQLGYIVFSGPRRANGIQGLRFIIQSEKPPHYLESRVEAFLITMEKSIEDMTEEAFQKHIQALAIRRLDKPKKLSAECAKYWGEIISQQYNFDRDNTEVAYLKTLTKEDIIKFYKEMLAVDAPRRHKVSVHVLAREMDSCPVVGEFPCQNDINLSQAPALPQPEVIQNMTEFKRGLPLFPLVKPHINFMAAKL
pCIP destab – p/CIP-EGFP fusion destabilizers, primary screen, fluorescence, F442A cells; 16 h; decrease of EGFP signal, % at 10 µM; 290,000 compounds, 0.01% hits; AID 1984, 2009;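 active means EGFP signal decrease of at least 30% at 10 µM or well 3 SD below plate mean, unless failing retest; inactive means the rest, including hits failing retest or dose response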; further: some compounds called inactive have numbers as strong as hits; many of its hits are not listed in these tables
HCV NS3 hel inh – inhibitors of HCV NS3 helicase, primary screen, biochemical, Cy5 molecular beacon fluorescence; AID 1800, 2009; NS3 helicase DNA unwinding; inhibition, % at 10.9 µM; 290,000 compounds, 0.56% hits; Hepatitis C virus NS3 helicase;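 active means inhibition above the mean of all tested compounds plus 3 SD, set per campaign, cut at about 35% in these data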;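 further: 0% = DMSO wells and 100% = thioflavine S control wells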
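Assay system – hepatitis C virus NS3 helicase domain fragment enzyme · Buffer or medium – MOPS pH 6.5, MgCl2, DTT, Tween20, BSA · Reagent – Cy5/quencher beacon DNA duplex and ATP to start · Compound – single 10.9 µM dose · Timing – 1 h at 25 °C · Technique – Cy5 beacon fluorescence read at start and 1 h · Measure – % inhibition of unwinding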
IMP-1 inhibitor – IMP-1 metallo-beta-lactamase inhibitors, primary screen, biochemical, epi-absorbance readout, Pseudomonas aeruginosa enzyme; purified IMP-1, nitrocefin hydrolysis, epi-absorbance fluorescence; inhibition, % at 5.6 µM; 290,000 compounds, 0.45% hits; AID 1556, 2009;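 active means inhibition above the mean plus 3 SD of all compounds in the same screening run, cut at about 4.5% in these data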;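 further: 0% = IMP-1 with DMSO and 100% = DMSO wells lacking enzyme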
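Material – recombinant IMP-1 enzyme, purified · Amount – IMP-1 0.2 nM before substrate addition · Medium – HEPES buffer pH 7.1 with ZnSO4 and Brij 35 · Timing – 25 °C, 15 min preincubation, 25 min reaction · Measured by – plate fluorescence quenching by hydrolysis product, ex 480/em 530 nm · Read-out – percent enzyme inhibition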
VIM-2 inhibitor – VIM-2 metallo-beta-lactamase inhibitors, primary screen, biochemical, epi-absorbance readout, Pseudomonas aeruginosa enzyme; inhibition, % at 5.6 µM; AID 1527, 2009; 290,000 compounds, 0.89% hits; purified VIM-2, nitrocefin hydrolysis, epi-absorbance fluorescence;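 active means inhibition above the mean of all tested compounds plus 3 SD, cutoff set per screening run, cut at about 7.5% in these data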;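 further: red hydrolysis product quenches plate fluorescence so inhibitors raise well fluorescence; 0% = enzyme with DMSO and 100% = DMSO without enzyme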
FID counter – compounds displacing fluorescent DNA intercalator, primary screen, artefact control for HCV NS3 helicase inhibitor project, biochemical, FID fluorescence. DNA fluorescent intercalator displacement. inhibition, % at 7.9 µM. 290,000 compounds, 0.17% hits. AID 1845, 2009; in the data active means inhibition above about 37%;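 further: 0% = vehicle and 100% = reference compound; higher means more ethidium bromide displaced from hairpin DNA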
UBC9 SUMO inh – inhibitors of in vitro SUMOylation cascade, primary screen, biochemical, HTRF, uHTS; SUMO-conjugating enzyme UBC9 (Homo sapiens), P63279; inhibition, % at 35 µM; HTRF SUMOylation assay, SAE1/SAE2 + UBC9; 290,000 compounds, 0.36% hits; in the data active means inhibition above about 50%, passing the limit was not always enough; further: strong numbers were not always called active
PfM18AAP inh – PfM18AAP inhibitors, malaria aminopeptidase, primary screen, biochemical, QFRET, recombinant enzyme | M18 aspartyl aminopeptidase (Plasmodium falciparum 3D7) | H-Glu-NHMec fluorogenic cleavage | inhibition, % at 7.35 µM | 290,000 compounds, 1.2% hits | AID 1822, 2009;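 active means inhibition above the campaign mean inhibition over all tested compounds plus 3 SD, cut at about 28% in these data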;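 further: 0% = plate median of test compound wells and 100% = 2 mM ZnCl2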
IDE cell inh – human IDE inhibitors in live cells, primary screen, fluorescence polarization, HEK cells, FAbetaB substrate. Insulin-degrading enzyme (Homo sapiens), P14735. FAbetaB cleavage. inhibition, % at 5.59 µM. 320,000 compounds, 0.41% hits. AID 434962, 2010;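 active means percent inhibition above the average of all tested compounds plus 3 SD, set per screening campaign, cut at about 16% in these data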;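 further: IDE supplied by intact live HEK cells; FP after avidin binding of uncleaved biotin substrate so inhibition keeps polarization high; 0% = DMSO wells and 100% = 60 µM reference IDE inhibitor Ii1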
* marks the source's active call; other numbers are inactive results; . = no result given.

SMILES	IDE cell activ	pCIP destab	HCV NS3 hel inh	IMP-1 inhibitor	VIM-2 inhibitor	FID counter	UBC9 SUMO inh	PfM18AAP inh	IDE cell inh
CCOC(=O)c1nc(C)n(-c2ccc(Cl)cc2)n1	3.7	-0.6	5.5	-2.0	-1.0	0.0	7.2	3.9	-0.1
CCOc1ccc(NC(=O)CC2C(=O)N(c3ccccc3)C(=O)N2CCOC)cc1 (stereo unspecified)	1.0	-0.6	-10.9	-2.2	0.0	-3.1	-7.6	-16.5	0.8
Nc1cccc(CN2CCCC2)c1	-2.8	10.1	-10.0	-3.5	-3.4	-1.9	16.8	0.5	-0.1
CCOC(=O)/C(C#N)=C/c1c(Oc2cccc(C)c2)nc2ccccn2c1=O	-1.3	4.5	-20.4	-2.6	-2.5	-5.6	0.1	6.9	1.4
CC1Cc2c([nH]c3ccccc23)C2c3ccccc3CN12 (stereo unspecified)	-4.0	-0.3	-10.8	-1.9	-0.4	-7.6	8.4	5.7	3.3
COc1cc(/C=C2\C(=N)N3N=C(N4CCOCC4)SC3=NC2=O)ccc1OC(=O)c1ccccc1	0.3	-2.4	9.2	-1.8	-3.6	-33.6	14.7	0.8	0.9
C/C(=N\NC(=O)c1nn(C)c(C)c1Br)c1cccc(NC(=O)c2ccoc2C)c1	3.5	4.6	-2.5	-1.8	-4.6	-11.4	-16.7	-10.5	-7.1
COc1ccc(NC(=S)N2c3ccccc3CC2C)cc1OC (stereo unspecified)	7.3	-21.6	8.5	-1.1	-1.3	-0.1	7.6	15.6	-1.3
COCCCn1c(SCC(=O)NC(C)(C)C)nnc1-c1cccs1	-1.7	1.6	5.2	-0.7	0.2	-6.4	12.9	-8.2	1.8
CC(C)(C)NC(=O)COC(=O)c1ccccc1OCC(=O)Nc1ccc(Br)cc1	-2.9	-13.0	3.4	0.1	-1.9	-7.5	1.2	-5.6	0.6
N#CCCn1c(=S)[nH]c2ccccc21	1.1	2.3	-1.0	-3.4	-0.4	4.3	8.5	6.1	-0.2
COc1ccc(CCN(CC(=O)NC2CCCC2)C(=O)Cn2nnc(-c3ccc(C)o3)n2)cc1OC	2.4	0.6	-6.1	-3.5	-2.1	-28.4	1.8	7.2	-0.2
Cn1c(CCNC(=O)c2ccco2)nc2cc(NC(=O)NC3CCCCC3)ccc21	0.8	-20.6	6.0	-2.5	-2.3	-9.6	3.4	-8.6	3.3
Cc1cc(C)cc(OCC(=O)N/N=C/c2ccc([N+](=O)[O-])o2)c1	-2.9	3.3	35.5	-3.1	-4.3	-4.4	16.8	6.3	3.9
COc1ccc(-c2cc3c(=O)n(CC(=O)Nc4ccc(Cl)cc4)ncn3n2)cc1	5.0	0.2	4.5	0.2	-6.2	-2.4	23.3	4.1	1.6
CCOC(=O)c1cc(NC(=O)N(CC)CC)c(C)nc1C	7.0	-1.8	-3.4	-3.2	-6.5	-0.1	7.2	-0.3	0.0
COCCNc1cc(C)c(C#N)c2nc3ccccc3n12	-1.1	0.1	2.0	-0.4	26.2*	-3.3	26.5	5.3	1.5
CCN(CC)CCNCC(O)(c1ccc(Cl)cc1)c1ccc(Cl)cc1	10.0	-2.3	-56.4	-1.7	-0.2	26.2	6.9	-6.1	1.1
CCOC(=O)/C(C#N)=C/c1cc2ccccc2nc1N1CCCCC1	5.0	-16.8	3.2	-1.7	0.0	6.0	27.4	3.5	-3.3
O=c1nc2ccc(Cl)cn2c2ccc(S(=O)(=O)N3CCOCC3)cc12	-6.3	0.2	8.6	-1.6	11.2*	-14.9	24.3	0.2	4.2
COCCOC(=O)c1c(C)oc2ccc(NS(=O)(=O)c3ccccc3)cc12	1.9	-7.0	-9.5	-1.6	-2.3	-18.3	18.3	10.8	3.0
C=C(C)c1cccc(C(C)(C)NC(=O)NC2CC(C)(C)NC(C)(C)C2)c1	-1.4	1.1	-2.0	-3.8	-3.9	13.5	7.1	3.8	5.8
O=C(Nc1ccc(Cl)c(C(F)(F)F)c1)NC1CC2CCCC(C1)N2C1CC1 (stereo unspecified)	3.5	.	-51.2	-3.8	-1.3	25.6	.	-12.6	-0.2
COc1cc(/C=N\Nc2nncn2N)ccc1OC(C)=O	4.0	-13.8	-2.0	-1.9	-1.5	14.0	22.8	53.1*	-4.4
O=C(CN1CCN(c2ccccc2)CC1)N1CCc2[nH]c3ccccc3c2C1	-0.3	-2.3	-11.5	-1.5	0.1	-8.6	-21.9	2.5	4.3
CN(c1cccc(NC(=O)Nc2ccc(Cl)cc2)c1)S(C)(=O)=O	2.0	-1.4	9.2	-2.5	-5.6	-0.2	7.8	0.1	1.1
CC(C)C(=O)Nc1cccc(NC(=O)c2ccc([N+](=O)[O-])cc2Cl)c1	0.2	-11.6	-6.8	-2.9	0.0	2.6	11.9	2.6	0.2
CCCc1cc(-c2nc(N)ncc2-c2csc(C)n2)c(O)cc1OC	-2.1	-13.3	-11.5	-0.4	-0.5	-35.9	-3.0	-10.0	1.8
CCN(CC)C(=O)CSc1nnc(-c2cnccn2)n1-c1ccccc1	-1.7	2.6	9.7	-1.6	-0.6	-2.3	23.1	-1.6	-1.2
O=C1CSc2ccc(S(=O)(=O)NCc3ccccc3Cl)cc2N1	3.8	-0.6	-6.9	1.1	0.6	-18.3	0.2	-1.2	2.8
Cc1ccccc1NS(=O)(=O)c1ccc2c(c1)NC(=O)CCS2	3.5	3.8	-5.3	-2.2	-2.3	-21.8	16.4	0.6	-0.3
CCOC(=O)N1CCN(C(=O)/C(=C/c2ccc(OC)c(OC)c2)NC(=O)c2ccccc2)CC1	2.7	-15.3	-0.8	-3.4	-5.1	-35.5	19.9	-8.9	-0.7
COc1ccccc1-c1noc(CSc2nc(C)cc(=O)[nH]2)n1	4.2	-1.6	-3.2	-1.4	2.7	-4.1	16.1	-4.6	5.4
O=C(Nc1ccccc1F)Nc1ccccc1OC(F)F	2.8	-9.2	-5.4	-1.9	-2.9	-1.9	-1.1	1.8	1.9
CCc1nc(-c2ccccc2O)n(-c2ccccc2)n1	2.5	1.4	1.2	-4.0	-4.0	-8.1	2.3	-3.0	0.8
COc1ccc(C2(c3ccc(OC)cc3)NC(=O)N(CC(=O)Nc3ccc(OC(F)F)cc3)C2=O)cc1	2.2	11.7	-28.2	-5.2	-1.6	-23.1	-28.9	-1.8	6.0
Cc1cc(OCCCC(=O)NCCc2ccccn2)ccc1Cl	3.6	2.3	10.1	-2.1	-0.7	-22.7	1.5	-0.5	1.1
Cc1ccc(/C(O)=C2\C(=O)C(=O)N(C)C2c2ccccc2[N+](=O)[O-])cc1 (stereo unspecified)	2.7	3.9	3.0	1.3	1.0	0.5	15.8	-0.5	-4.1
CC1=CCC2C(=O)N(c3ccc(N4CCOCC4)cc3)C(=O)C2C1 (stereo unspecified)	4.8	4.6	-3.5	-1.3	-0.1	-10.2	7.3	-6.3	-1.3
COc1ccc(-c2csc(=Nc3ccccc3)n2CCO)cc1	1.8	-4.3	1.1	-2.5	-1.0	5.5	-11.5	30.4*	3.3
Cc1ccc(C)c(C(=O)COC(=O)C(C)N2C(=O)C3C4CCC(C4)C3C2=O)c1 (stereo unspecified)	5.1	-4.2	11.7	-2.2	-2.4	-45.9	6.3	-3.2	.
CCOC(=O)CNS(=O)(=O)c1ccc(S(=O)(=O)N2CCCC2)cc1	-2.1	-2.5	8.3	-2.1	-6.6	-3.9	5.3	-0.5	5.7
O=C(CS(=O)(=O)c1cn(Cc2ccc(Cl)cc2)c2ccccc12)N1CCCC1	2.0	-4.0	-9.5	-0.8	0.5	-34.9	0.7	1.2	-0.4
CCOc1cc(CNc2cccc3ccccc23)cc(Br)c1OCC(=O)NC(C)(C)C	-2.9	3.0	5.3	-3.9	-2.0	-7.7	52.1	-5.5	0.0
S=C(NCC1CCCO1)Nc1ccc(Cl)cc1 (stereo unspecified)	7.6	5.1	2.3	-3.0	-3.8	0.0	-5.8	15.0	-1.6
COc1ccc(C(=O)c2c(C)c(CCC#N)n3ccccc23)c(OC)c1	2.6	8.6	-1.4	-2.0	-0.6	-19.1	-4.2	0.3	-3.2
COc1ccc(CN(C)CC(=O)Nc2ccccc2-c2ccccc2)c(OC)c1	3.7	-0.7	-6.8	-0.8	0.4	0.8	-16.2	-1.2	4.4
CCCCCCCCC(=O)N/N=C(\C)c1ccco1	0.9	-4.7	-3.5	-2.0	-2.9	-16.8	10.0	1.6	-2.2

Record cards (already shown). Order of values: IDE cell activ, pCIP destab, HCV NS3 hel inh, IMP-1 inhibitor, VIM-2 inhibitor, FID counter, UBC9 SUMO inh, PfM18AAP inh, IDE cell inh
`CC1=CCC2C(=O)N(c3ccc(N4CCOCC4)cc3)C(=O)C2C1` (stereo unspecified) in the list: 4.8, 4.6, -3.5, -1.3, -0.1, -10.2, 7.3, -6.3, -1.3
`COc1ccc(C(=O)c2c(C)c(CCC#N)n3ccccc23)c(OC)c1` in the list: 2.6, 8.6, -1.4, -2.0, -0.6, -19.1, -4.2, 0.3, -3.2
`O=C(CS(=O)(=O)c1cn(Cc2ccc(Cl)cc2)c2ccccc12)N1CCCC1` in the list: 2.0, -4.0, -9.5, -0.8, 0.5, -34.9, 0.7, 1.2, -0.4

Following part.
SMILES	IDE cell activ	pCIP destab	HCV NS3 hel inh	IMP-1 inhibitor	VIM-2 inhibitor	FID counter	UBC9 SUMO inh	PfM18AAP inh	IDE cell inh
Clc1ccc(/C=N/N2CCN(Cc3ccccc3)CC2)cc1	-3.0	-12.1	-15.6	2.3	-2.6	-6.7	-11.2	-0.1	5.8
COc1cccc(NC(=S)NC(C)c2ccc(OC)c(OC)c2)c1 (stereo unspecified)	-3.2	-19.0	4.4	-2.6	-2.0	-10.2	2.8	5.0	5.1
COc1ccc(CNC(=O)Nc2ccc(C)cc2)cc1	-5.3	1.1	-8.3	-5.8	2.2	-3.1	-7.8	2.0	1.1
Cc1ccc2[nH]c3c(N4CCc5ccccc5C4)ncnc3c2c1	-17.0	-23.1	-26.4	-2.8	-4.1	-5.0	-28.0	3.0	61.8*
N#CCC1c2ccccc2CCN1C(=O)Nc1ccc(Cl)cc1 (stereo unspecified)	-0.9	1.4	4.9	-1.6	-1.8	-6.1	-8.6	0.9	-5.3
COc1cc(OC)cc(C(C(=O)NCc2ccccc2)N(Cc2ccco2)C(=O)c2ccno2)c1 (stereo unspecified)	1.4	9.8	-1.3	-3.5	-2.4	-30.2	2.4	-7.6	-0.5
COc1ccccc1N/C(=N/S(=O)(=O)c1ccc(C)cc1)c1ccccc1	-0.2	-7.3	15.2	-1.3	-1.8	-15.8	-7.1	-0.7	-5.2
